# Cy5 interf NS3h: Cy5 fluorescence interference, HCV helicase counter-screen | Cy5-dT15 DNA with NS3h; actives lie on both sides; signal over control mean, under 1 quenches | fluorescence interference ratio at 100 µM | 16,000 tested, 6% active | AID 720488;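 active means compound fluorescence over control fluorescence at most 0.8, a quencher, or at least a set upper limit, an enhancer; inactive means ratio between 0.8 and the set upper limit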
# HCV NS3h FP: blocks HCV NS3 helicase binding to DNA; AID 687043; NS3h Cy5-dT15 DNA binding, fluorescence polarization; 16,000 tested, 1.6% active; inhibition, % at 100 µM;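 active means inhibition above the average over every tested compound plus 3 SD, cut at about 40% in these data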
# The depositor's hits bear a star.
SMILES,Cy5 interf NS3h,HCV NS3h FP
O=C1C(Nc2ccccc2)=CC(c2ccccc2Cl)N1c1ccccc1 (stereo not given),1,9
Cc1ccc(S(=O)(=O)N2CCN(c3ccc([N+](=O)[O-])c(N4CCOCC4)c3)CC2)cc1,0.88,15
CC(C)CC(=O)NS(=O)(=O)c1ccc(NC(=O)c2ccccc2Cl)cc1,0.97,-4
Cc1ccc(S(=O)(=O)OCP(=O)(c2ccccc2)c2ccccc2)cc1,0.77*,9
COC(=O)C1=C(C)N=C2SCCC(=O)N2C1c1ccc(F)cc1 (stereo not given),1,9
O=c1ccc(-c2nc3ccccc3[nH]2)n[nH]1,0.95,1
Cc1ccc(NCC(O)COc2ccc(OCC(O)CNc3ccc(C)cc3C)cc2)c(C)c1 (stereo not given),1.1,3
O=C(Nc1ccc(Cl)cc1)Nc1ccc(Br)cc1,1,-3
Cc1cc(Br)ccc1NC(=O)c1ccccc1,1.1,-7
COc1cc(NS(=O)(=O)c2ccc(NC(=O)c3ccc(-c4ccccc4)cc3)cc2)ncn1,1.1,4
CC1(C)C(=O)N(Cc2ccccc2)c2ccccc2N1C(=O)c1ccc(Cl)cc1,1,2
O=C(NCc1ccccc1)C1CC(=O)N(c2ccc(Cl)cc2)C1 (stereo not given),1,3
COc1cccc(NC(=O)COc2cc(C)c(Cl)c(C)c2)c1,0.88,10
CCOc1cc(/C=C/C(=O)O)cc(I)c1OCC,1.1,-7
CCC(=O)Nc1ccc(C(=O)Nc2c[nH]c(=O)[nH]c2=O)cc1,1.2,10
Cc1ccc(S(=O)(=O)N2CCC(O)CC2C)cc1 (stereo not given),0.74*,20
CCCCOc1ccc(S(=O)(=O)n2cnc3ccccc32)cc1,0.95,-14
O=C(O)CCC(=O)N1N=C(c2ccc([N+](=O)[O-])cc2)CC1c1ccc(Br)cc1 (stereo not given),0.92,6
CCc1ccccc1NC(=O)CCc1ccccc1,1,0
CC(Sc1ccc(Cl)cc1)C(=O)NC(C)c1ccccc1 (stereo not given),0.86,10
Cc1ccc(-c2nn(-c3ccccc3)cc2/C=C2\SC(N)=NC2=O)cc1,0.94,4
O=C1/C(=C/c2ccc(-c3ccccc3[N+](=O)[O-])o2)SC(=S)N1Cc1ccccc1,1.1,6
CCOC(=O)c1c2c(n(C)c1CO)C(=O)C(=O)c1ccc(Br)cc1-2,1,-4
Cc1cc([N+](=O)[O-])ccc1-c1ccc(/C=C(/C#N)C(=O)Nc2ccc(F)cc2)o1,1.1,6
O=C(NC(NC(=S)Nc1ccccc1I)C(Cl)(Cl)Cl)c1ccccc1F (stereo not given),0.99,-3
# (listing goes on)
SMILES,Cy5 interf NS3h,HCV NS3h FP
COc1ccc(C(=O)N/C(=C\c2cccc([N+](=O)[O-])c2)C(=O)NCC(C)C)cc1,0.93,7
O=C1C(=O)N(CC2CCCO2)C(c2ccccc2)C1=C(O)c1ccccc1 (stereo not given),1.1,8
Nc1nc(O/N=C\c2ccc([N+](=O)[O-])cc2)nc(N2CCOCC2)n1,0.99,-1
COc1ccc(C(=O)N/C(=C/c2ccc(-c3cc(Cl)ccc3Cl)o2)C(=O)NCCCO)cc1,0.93,9
Cc1ccc(-c2nnc(NC(=O)Nc3cccc(Cl)c3)s2)cc1C,1.1,14
O=C(C(=O)c1ccc(I)cc1)c1ccc(I)cc1,1.1,1
CCOC(=O)N1CCN(C(=O)C(C)N2C(=O)c3ccccc3C2=O)CC1 (stereo not given),1,-2
Nc1ccc(S(=O)(=O)N2CCCCCC2)cc1,0.75*,2
C=CCN1C(=O)/C(=C\c2ccccc2OCc2ccc(Cl)cc2)SC1=S,0.99,16
COc1ccc(N(CC(=O)NCc2ccccc2)S(=O)(=O)c2ccc(C)cc2)cc1,1.1,5
CC(NC(=O)C(=O)NCC1CCNCC1)c1ccccc1 (stereo not given),0.95,3
CC(C)(C)c1cc(C2Nc3cccc4cccc(c34)N2)cc(C(C)(C)C)c1O,0.89,4
O=[N+]([O-])c1ccc(N2CCN(S(=O)(=O)c3ccc4ccccc4c3)CC2)cc1N1CCCC1,0.99,15
CCN(CC)c1ccc(C2=NNC(=O)CC2C)cc1[N+](=O)[O-] (stereo not given),0.94,-2
O=c1c2ccccc2nc(/C=C/c2ccc3c(c2)OCO3)n1-c1ccc2ccccc2c1,1,12
Cc1cccc(CN2CCN(S(C)(=O)=O)CC2)c1,0.79*,8
CC(=O)c1ccc(NC(=O)c2ccc(OCC(C)C)cc2)cc1,1.1,3
COc1ccc(S(=O)(=O)Nc2cccnc2)cc1,0.97,-13
CCC(=O)Nc1nc(C)c(-c2csc(Nc3cc(C)ccn3)n2)s1,0.98,14
Cc1c(NS(=O)(=O)c2cc(Cl)ccc2Cl)cccc1[N+](=O)[O-],1,8
Cc1cc2nc(-c3cc(NC(=O)/C=C/c4ccccc4)ccc3O)oc2cc1C,1.1,-3
CC(=O)C12c3ccccc3C(c3ccccc31)C1C(=O)NC(=O)C12 (stereo not given),1,4
COc1cc(NC(=O)c2ccccc2Cl)cc(OC)c1,1,10
CCc1ccccc1N(CC(=O)Nc1cccc(OC)c1)S(C)(=O)=O,1,16
CC1=C/C(=N/N=C2\NC(=O)C(CC(=O)Nc3ccc(C(=O)O)cc3)S2)CC(C)(C)C1 (stereo not given),1.1,89*

# Entries above that have a furan ring, fused or not:
SMILES,Cy5 interf NS3h,HCV NS3h FP
O=C1/C(=C/c2ccc(-c3ccccc3[N+](=O)[O-])o2)SC(=S)N1Cc1ccccc1,1.1,6
Cc1cc([N+](=O)[O-])ccc1-c1ccc(/C=C(/C#N)C(=O)Nc2ccc(F)cc2)o1,1.1,6
COc1ccc(C(=O)N/C(=C/c2ccc(-c3cc(Cl)ccc3Cl)o2)C(=O)NCCCO)cc1,0.93,9

# Other structures follow.
SMILES,Cy5 interf NS3h,HCV NS3h FP
Cc1ccc(-c2[nH]n3c(=O)c4c(nc3c2C)CCC4)cc1,0.98,1
CC(=O)C1=C(O)CCC1=Nc1ccccc1,1,12
Cc1cccc(C)c1OCC(O)Cn1c2ccccc2c2ccccc21 (stereo not given),1,26
Cc1cc(=O)oc2cc3c(cc12)OCCO3,0.95,0
O=C(Nc1ccc(Cl)cc1Cl)c1nn2c(c1Br)NC(c1ccccc1)CC2C(F)(F)F (stereo not given),0.93,8
Cc1ccc(OCC(=O)Nc2ccc(F)c([N+](=O)[O-])c2)c(C)c1,0.95,-6
CC(=O)N1CCN(c2ccc(NC(=O)COc3ccccc3C)cc2)CC1,0.95,3
N#CC1=C(S)NC(=O)C(C#N)C12CCCCC2 (stereo not given),0.96,44*
COc1ccccc1/C=N\NC(=O)C(C)Oc1ccc(Cl)cc1 (stereo not given),0.95,7
COc1ccc(OC)c(NC(=O)C(=O)NCc2ccc(C)cc2)c1,1.1,15
Cc1ccc(C(C)C)c(OCCOc2cccc(/C=C3/SC(=S)N(C)C3=O)c2)c1,1,-5
Cc1ccc(-c2nc3ccccc3o2)cc1NC(=O)C(Cl)(Cl)Cl,1,11
COc1ccc(CCNC(=S)NC(=O)c2ccccc2)cc1OC,0.98,11
CCOc1cccc2c1NC(C)(C)c1sn(-c3ccccc3)c(=S)c1-2,0.95,1
CN(C)c1ccc(/C=N\NC(=O)C(O)(c2ccccc2)c2ccccc2)o1,1,4
CC(C)c1ccc(/C=C2\SC(=S)NC2=O)cc1,0.88,23
COc1ccc(-n2nnnc2C(=Cc2ccc(N(C)C)cc2)c2nnnn2-c2ccc(OC)cc2)cc1,1,11
CC1CCCC(C)N1C(=O)c1nn2c(c1Cl)NC(c1cccs1)CC2C(F)(F)F (stereo not given),0.99,9
O=C(Nc1ccc(Br)cc1)c1ccccc1[N+](=O)[O-],0.95,-10
COc1ccc(Cl)cc1NC(=O)Cn1nc([N+](=O)[O-])cc1C,1,11
Cc1ccc(C=C2C(=O)c3ccccc3C2=O)o1,0.95,17
O=C(O)CCC(=O)N1N=C(c2ccc(Br)cc2)CC1c1cccs1 (stereo not given),1,1
Cc1ccc(N2C(=O)CC(NC3CCN(Cc4ccccc4)CC3)C2=O)cc1 (stereo not given),1.3*,10
Cc1cc(=O)oc2cc(OCc3ccc(Cl)cc3Cl)ccc12,0.97,10
COC(=O)c1ccccc1NC(=O)c1ccc(CN2CCOCC2)cc1,1,8

# Entries shown so far containing fluorine:
SMILES,Cy5 interf NS3h,HCV NS3h FP
COC(=O)C1=C(C)N=C2SCCC(=O)N2C1c1ccc(F)cc1 (stereo not given),1,9
Cc1cc([N+](=O)[O-])ccc1-c1ccc(/C=C(/C#N)C(=O)Nc2ccc(F)cc2)o1,1.1,6
O=C(NC(NC(=S)Nc1ccccc1I)C(Cl)(Cl)Cl)c1ccccc1F (stereo not given),0.99,-3
O=C(Nc1ccc(Cl)cc1Cl)c1nn2c(c1Br)NC(c1ccccc1)CC2C(F)(F)F (stereo not given),0.93,8
Cc1ccc(OCC(=O)Nc2ccc(F)c([N+](=O)[O-])c2)c(C)c1,0.95,-6
CC1CCCC(C)N1C(=O)c1nn2c(c1Cl)NC(c1cccs1)CC2C(F)(F)F (stereo not given),0.99,9

# Returning to the listing with the 3 entries that preceded the break.
SMILES,Cy5 interf NS3h,HCV NS3h FP
Cc1ccc(N2C(=O)CC(NC3CCN(Cc4ccccc4)CC3)C2=O)cc1 (stereo not given),1.3*,10
Cc1cc(=O)oc2cc(OCc3ccc(Cl)cc3Cl)ccc12,0.97,10
COC(=O)c1ccccc1NC(=O)c1ccc(CN2CCOCC2)cc1,1,8
Cc1cccc(C(=O)NNC(=O)c2ccc(-c3ccccc3)cc2)c1,0.95,10
COc1cccc(OCCOc2c(Cl)cc(/C=c3\sc4nc5ccccc5n4c3=O)cc2OC)c1,1.1,6
CCOc1ccc(S(=O)(=O)N(CC(=O)NC(C)CC)c2ccc(C)cc2)cc1 (stereo not given),1.1,-4
COc1ccc(C(=O)CSc2nc3c(c(-c4ccc(C)o4)c2C#N)CCCC3)cc1,1,4
O=C(O)C(Cc1ccccc1)N1C(=O)/C(=C/C(Cl)=C/c2ccc([N+](=O)[O-])cc2)SC1=S (stereo not given),0.78*,-2
CC(C)(C)C1(O)CC(C(=O)O)(C(C)(C)C)OC1=O (stereo not given),1.1,-22
O=C(Nc1ccc2oc(-c3ccncc3)nc2c1)c1ccccn1,1.2*,33
O=C1C2C3C=CC(C3)C2C(=O)N1/N=C\c1ccc2c(c1)OCO2 (stereo not given),0.94,2
CCOC(=O)C(CCOc1cc(C)c(Cl)c(C)c1)C(=O)OCC,0.86,3
COC(=O)c1cc(-c2ccc(/C=C(\C#N)c3nc4ccccc4[nH]3)o2)ccc1Cl,1,4
C=CCN1C(=O)/C(=C\c2cn(Cc3ccccc3F)c3ccccc23)SC1=S,1.1,12
COc1ccc(-n2nc3cc(C)c(NC(=O)c4ccc(Br)o4)cc3n2)cc1,0.96,10
Cc1ccc(N2NC(=O)/C(=C\c3ccc(Br)cc3)C2=O)cc1,0.91,19
CC(=O)C1=C(O)C(=O)N(CCN(C)C)C1c1ccc([N+](=O)[O-])cc1 (stereo not given),0.91,8
CCCOc1ccc(/C=N\N2CCN(Cc3cccc4ccccc34)CC2)cc1,1.1,10
Cc1ccc2cc(C3CC(c4ccc(Br)cc4)=NN3C(=O)CCC(=O)O)c(=O)[nH]c2c1 (stereo not given),1,12
COc1cccc(NC(=O)c2ccc(C)c([N+](=O)[O-])c2)c1,0.98,21
CCOC(=O)c1ccccc1NC(=O)CN(c1ccc(C)c(Cl)c1)S(C)(=O)=O,0.97,17
O=C(COc1ccccc1Cl)Nc1c[nH]c(=O)[nH]c1=O,1.3*,-37
CCOc1ccccc1N(CC(=O)N1CCC(C)CC1)S(=O)(=O)c1ccccc1,0.94,12
CCOC(=O)/C(C#N)=C/N1CCOCC1,1,9
CC1=C(C)CC(C(=O)NCCc2ccc(S(N)(=O)=O)cc2)C(C(=O)O)C1 (stereo not given),1.1,-3
CN(C)CC(Oc1ccc(F)cc1)C(=O)O (stereo not given),0.95,2
COC(=O)c1ccccc1NC(=O)c1ccccc1[N+](=O)[O-],1,-19
Cc1cc(/C=C2\C(=O)NC(=S)N(c3ccccc3F)C2=O)c(C)n1-c1cccc([N+](=O)[O-])c1,0.89,12

# Single values from the entries so far:
# Cy5 interf NS3h, CCOC(=O)c1ccccc1NC(=O)CN(c1ccc(C)c(Cl)c1)S(C)(=O)=O is entered as 0.97
# HCV NS3h FP, COc1ccc(-n2nc3cc(C)c(NC(=O)c4ccc(Br)o4)cc3n2)cc1 is entered as 10

# (further entries)
SMILES,Cy5 interf NS3h,HCV NS3h FP
Cc1[nH]oc(=O)c1N=Nc1ccc([N+](=O)[O-])cc1,1,0
Cc1ccc2[nH]c3c(c2c1)CCCC3NC(N)=O (stereo not given),0.92,18
C=C(C)C(=O)Oc1ccc(N2C(=O)C=CC2=O)cc1,1,81*
COc1cc(C(=O)Nc2cccc(F)c2)cc(OC)c1OC,1.1,4
CC(=O)Nc1ccc(-c2nc(-c3ccccc3)c3cc(NC(C)=O)ccc3n2)cc1,0.95,11
COc1ccc(NCC2OCc3ccccc3CO2)cc1,1,-3
CC/C(C)=N\Oc1nc(N)nc(N(C)C)n1,1,0
COc1cc(/C=c2\sc3nc4ccccc4n3c2=O)cc(Cl)c1OCc1ccccc1Cl,1,4
Cc1ccc(OCCOCCOc2ccc(Cl)cc2/C=C2/SC(=S)NC2=O)cc1,0.97,23
CCOC(=O)C(=CNc1cc(Cl)c(-c2ccco2)c(Cl)c1)C(=O)OCC,1,2
COc1ccc(/C=C2/C(=O)NN(c3cccc(Cl)c3)C2=O)cc1OC,0.92,-7
CC1CN(c2c(Cl)cccc2[N+](=O)[O-])CCN1S(C)(=O)=O (stereo not given),0.89,7
O=C(NC(=S)Nc1ccc2oc(-c3ccc(I)cc3)nc2c1)c1ccccc1Cl,0.95,4
COc1cc(C(=O)NCCOc2ccccc2C)cc(OC)c1OC,0.93,7

# Screens from PubChem BioAssay.
